Jurkat NFkB inh: inhibitors of induced NF-kB luciferase reporter, primary screen, TCR NF-kB activation inhibitor project, cell-based, luminescence, uHTS. Jurkat, PMA/ionomycin-induced NF-kB luciferase reporter. inhibition, % at 4 µM. 0.53% of 330,000 active. AID 435003, 2010; in the data active means inhibition above about 50%
CXCR6 inh: CXCR6 receptor inhibitors, primary screen, cell-based, beta-arrestin, luminescence, CHO-K1 PathHunter, 1536-well; inhibition, % at 20 µM; C-X-C chemokine receptor type 6 (Homo sapiens), O00574; 0.36% of 360,000 active; in the data active means inhibition above about 34%, passing the limit was not always enough;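 further: antagonist mode with CXCL16 agonist at 10 nM final; 0% = 10 nM CXCL16 with DMSO and 100% = unstimulated wells without agonist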
Target sequence (O00574 whole entry, looked up): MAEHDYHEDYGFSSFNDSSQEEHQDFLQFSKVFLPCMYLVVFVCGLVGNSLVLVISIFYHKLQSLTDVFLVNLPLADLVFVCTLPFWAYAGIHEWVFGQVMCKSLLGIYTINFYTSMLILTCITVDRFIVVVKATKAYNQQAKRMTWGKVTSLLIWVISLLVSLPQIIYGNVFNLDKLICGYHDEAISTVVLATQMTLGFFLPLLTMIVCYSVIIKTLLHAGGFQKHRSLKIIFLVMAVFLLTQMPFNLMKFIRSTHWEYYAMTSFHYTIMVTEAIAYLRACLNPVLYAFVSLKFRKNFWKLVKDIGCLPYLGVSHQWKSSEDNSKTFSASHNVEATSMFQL
697 NFkB inh: inhibitors of PMA/ionomycin-induced NF-kB reporter, 697 cells, primary screen, B-cell NF-kB inhibitor project, cell-based, luminescence, uHTS; 0.33% of 330,000 active; inhibition, % at 4 µM; AID 435022, 2010; 697 B-cell NF-kB luciferase reporter, 16 h; in the data active means inhibition above about 35%
UBC13 inh: UBC13 polyubiquitin chain formation inhibitors, primary screen, biochemical, TR-FRET, uHTS; inhibition, % at 20 µM; 0.47% of 330,000 active; in the data active means inhibition above about 45%, passing the limit was not always enough
Target sequence (P61088 whole entry, looked up): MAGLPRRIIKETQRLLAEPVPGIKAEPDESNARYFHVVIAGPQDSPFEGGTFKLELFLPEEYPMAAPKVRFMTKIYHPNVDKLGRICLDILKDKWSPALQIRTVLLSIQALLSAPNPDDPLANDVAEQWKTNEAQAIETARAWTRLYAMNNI
APJ antagonist: antagonists of human apelin receptor APJ, primary screen, CHO-K1 cells, beta-arrestin complementation, luminescence | AID 2521, 2010 | 0.32% of 330,000 active | inhibition, % at 20 µM;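 active means inhibition above about 40% at 20 µM, limit read from the data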;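 further: cells challenged with 10 nM apelin-13 agonist together with compound; plate controls were apelin-13 plus DMSO wells for no effect and DMSO wells lacking apelin-13 for full effect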
CCR6 antag: CCR6 receptor antagonists, primary screen, cell-based, CHO-K1, luminescence, beta-arrestin, uHTS | C-C chemokine receptor type 6 (Homo sapiens), P51684 | CHO-K1 CCR6 PathHunter beta-arrestin, CCL20-stimulated | inhibition, % at 20 µM | 0.49% of 340,000 active | AID 493098, 2011;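 active means compounds whose inhibition of the agonist-driven luminescence signal at 20 µM reaches about 50%, limit read from the data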;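 further: cells stimulated with CCL20 at 14 nM final; plate controls were DMSO with CCL20 for no effect and DMSO without agonist for full effect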
EBI2 block: EBI2 receptor antagonists, beta-arrestin recruitment, primary screen, cell-based, luminescence, 7a,25-OHC stimulation, uHTS | inhibition, % at 5 µM | 7a,25-OHC stimulated | 0.81% of 360,000 active | AID 651636, 2012; in the data active means inhibition above about 38%;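 further: enzyme fragment complementation signal reports receptor beta-arrestin coupling in cells; 0% = agonist plus DMSO wells and 100% = wells without agonist; some results beyond the cut were filed as inactive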
Target sequence (P32249 whole entry, looked up, the tested form may be a part): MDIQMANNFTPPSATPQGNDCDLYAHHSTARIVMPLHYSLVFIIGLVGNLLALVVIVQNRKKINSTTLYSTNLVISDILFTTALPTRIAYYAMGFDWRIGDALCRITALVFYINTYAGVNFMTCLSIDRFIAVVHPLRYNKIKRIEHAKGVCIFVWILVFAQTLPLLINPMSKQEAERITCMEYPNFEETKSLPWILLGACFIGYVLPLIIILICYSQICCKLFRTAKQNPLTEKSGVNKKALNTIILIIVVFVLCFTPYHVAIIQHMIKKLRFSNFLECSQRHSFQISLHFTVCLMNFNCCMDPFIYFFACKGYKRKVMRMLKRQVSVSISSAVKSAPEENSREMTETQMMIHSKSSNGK
Gli-Sufu antag: Gli-Sufu pathway antagonists, primary screen, luciferase luminescence, Sufu-KO-LIGHT cells, uHTS; Sufu-KO-LIGHT fibroblasts, Gli luciferase reporter luminescence; inhibition, % at 5 µM; 0.74% of 340,000 active;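 active means inhibition above about 55%, limit read from the data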;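 further: 0% = DMSO-treated cells and 100% = wells with medium but no cells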
Active calls of the source: *; / = no result given.

smiles,Jurkat NFkB inh,CXCR6 inh,697 NFkB inh,UBC13 inh,APJ antagonist,CCR6 antag,EBI2 block,Gli-Sufu antag
CC(C)OCCCNc1ncc2c(n1)CC(c1ccccc1)CC2=O (centres undefined),16,-7,-4,-4,-28,-3,-20,0
O=C1C=C(c2ccc(C(=O)O)cc2)C[C@@H](c2ccc(F)cc2)C1,-9,-2,6,0,21,14,5,-28
O=C1CCN(C(=S)NCc2ccccc2)CC1,0,1,3,-5,4,18,-1,21
COc1cc(OC)c(OC)cc1CN1CCN(Cc2cccc(F)c2)CC1,4,0,3,4,18,11,-2,-15
COc1cc(-c2cc(N)n(S(=O)(=O)c3ccc(F)cc3)n2)cc(OC)c1OC,0,0,20,9,12,11,-5,11
COc1ccc2cc(C(C)=O)c(=O)oc2c1,-14,1,-27,-16,-16,7,-3,4
O=C(CN1C(=O)NC2(CCCCC2)C1=O)Nc1ccc(Cl)cc1,-17,1,-35,-17,6,14,5,-12
CC(C)C[C@H](NC(=O)OC(C)(C)C)C(=O)N/N=C/C1=Cc2ccccc2OC1C (some centres undefined),2,9,-4,-17,-42,-12,-3,8
Cc1cc(-c2csc(NCc3ccccc3)n2)c(C)n1C,/,9,/,/,/,5,-6,4
Cn1c(=O)c2c(ncn2CC(=O)OCCCC(=O)c2ccc(Br)cc2)n(C)c1=O,11,-6,20,13,2,5,-5,15
COC(=O)c1cccc(NC(=O)CSc2nnnn2C)c1,-14,6,6,-8,14,-9,8,3
CCN(CC)S(=O)(=O)c1ccc(Cl)c(OC)c1,5,4,23,3,7,22,-11,2

An excerpt from the list above, as a working copy:
smiles,Jurkat NFkB inh,CXCR6 inh,697 NFkB inh,UBC13 inh,APJ antagonist,CCR6 antag,EBI2 block,Gli-Sufu antag
CC(C)OCCCNc1ncc2c(n1)CC(c1ccccc1)CC2=O (centres undefined),16,-7,-4,-4,-28,-3,-20,0
O=C1C=C(c2ccc(C(=O)O)cc2)C[C@@H](c2ccc(F)cc2)C1,-9,-2,6,0,21,14,5,-28

The listing continues:
smiles,Jurkat NFkB inh,CXCR6 inh,697 NFkB inh,UBC13 inh,APJ antagonist,CCR6 antag,EBI2 block,Gli-Sufu antag
CC(=O)Nc1nc2nc(-c3ccccc3)cc(-c3ccccc3)n2n1,-3,-4,8,16,19,-5,-2,5
O=C(O/N=C1/CCCc2occc21)c1ccc(Cl)cc1Cl,-16,2,-3,6,4,0,6,1
Cn1c(SCc2ccc(F)cc2)nnc1-c1cnccn1,-2,2,3,5,-7,-6,-7,-16
O=S(=O)(Nc1nc2c(s1)CCCC2)c1ccc2ccccc2c1,8,5,17,-6,6,-11,-12,34
CCn1cc([N+](=O)[O-])c(C(=O)N2N=C(c3cccc4ccccc34)CC2c2ccccc2O)n1 (centres undefined),2,19,-12,-2,11,20,-1,6
Cc1ccc(-c2cc(C(F)(F)F)n3nc(C(=O)N4CCN5CCCC5C4)cc3n2)cc1 (centres undefined),-4,-7,-10,-2,-6,5,-1,-7
COc1ccc2c(c1)cc1c(=O)n(CC(=O)NCCCOC(C)C)nc(C)n12,-14,-11,-13,-4,-6,6,-3,4
COCCn1cnc2c(c1=O)c1nc3ccccc3nc1n2/N=C/c1cccc(OC)c1,9,5,23,14,-2,-19,-16,12
Cc1cc(C)nc(SCC(=O)N/N=C/c2cc(C)n(-c3ccccc3C)c2C)n1,6,-4,13,10,9,1,10,-10
COc1ccc(C(C(=O)NC2CCCC2)N(Cc2cccs2)C(=O)c2ccn[nH]2)cc1OC (centres undefined),17,4,5,9,-7,11,-9,20
CCCN1CCN(CCCNC(=O)c2ccc3nc(N4CCCCC4)sc3c2)CC1,-63,6,-162,5,11,11,-7,-60
CC1(C)C(C=C(Cl)Cl)C1C(=O)Nc1ccc(S(=O)(=O)Nc2ncccn2)cc1 (centres undefined),5,-11,3,-4,7,-3,-6,7
CCc1ccc(CNC(=O)c2cc3c(C)nc4ccccc4c3o2)cc1,22,-4,-23,23,-7,18,6,39
COc1ccccc1N1C(=O)CC(Sc2nc(C)cc(C)n2)C1=O (centres undefined),5,-3,25,-1,16,-3,-5,8
Cc1ccc(CC(=O)Nc2cccc(C#N)c2)cc1,9,-1,14,3,8,6,-8,-17
Cc1sc(/N=C/c2c(O)ccc3ccccc23)c(C#N)c1C,-8,/,-13,-2,10,/,/,/
CC(C)Cc1nnc(NC(=O)CCC(=O)N2CCN(c3ccc(Cl)cc3)CC2)s1,19,-1,4,4,20,14,-7,-3
Cc1csc(NC(=O)[C@@H]2CCCN2C(=O)c2cccs2)n1,0,-7,10,1,5,-5,1,6
Cc1nn(Cc2ccc(Cl)cc2Cl)c(Cl)c1/C=N/NC(=O)CNc1cccc(C(F)(F)F)c1,24,/,24,-14,4,/,/,/
CCc1n[n+](CC(=O)c2ccccc2)c(N)s1,/,-7,/,/,/,-5,4,-104
COc1ccc(OC)c(C2=Nn3c(nnc3-c3ccncc3)SC2)c1,8,-3,-4,-6,9,7,22,-3
O=C(CN1C(=O)C2C3C=CC(C3)C2C1=O)NCCC1=CCCCC1 (centres undefined),-4,1,10,8,14,3,4,-18
CSc1nc(C)c2c(n1)N(c1cccc(C)c1)CC2,2,1,-8,28,11,21,15,8
Cc1nn2c(N3CCOCC3)c3c(nc2c1-c1ccccc1)CCCC3,0,5,-11,10,4,-5,-10,-7
Cc1nn(-c2ccc(F)cc2)c(Cl)c1/C=C/C(=O)OCC(=O)Nc1c(F)c(F)c(F)c(F)c1F,-4,-7,-13,-21,-6,6,-3,-18
Cc1c(C)c2ccc(OCC(=O)N3CC[C@@]4(O)CCCC[C@H]4C3)cc2oc1=O,7,2,25,0,2,17,-2,0
O=C(O)/C(=C\C(=O)c1ccccc1)Nc1ccccc1,-41,/,2,13,-1,/,/,/
O=C(c1ccc(Cl)cc1)c1c[nH]c(C(=O)C(Cl)(Cl)Cl)c1,14,-4,20,-5,25,25,42*,-14
CC1=C(C(=O)OCc2ccc3c(c2)OCO3)C(c2cccc([N+](=O)[O-])c2)NC(=O)N1 (centres undefined),18,1,-51,-14,-21,-4,4,-9
CCOc1c2ccc(C(=O)NC3CCCc4ccccc43)cc2nn1CC (centres undefined),11,0,26,16,7,0,-27,-4
CCN1C(=O)/C(=C\c2ccc3c(c2)OCO3)C(C(=O)OC)=C1C,-11,8,0,-2,7,15,-2,1
Cn1c(SCC(=O)NC(=O)c2cccc([N+](=O)[O-])c2)nnc1-c1ccc(F)cc1,5,-10,29,-5,-2,-1,0,-4
CCc1ccccc1NC(=O)c1cc(-c2ccco2)on1,-8,1,-13,5,10,9,6,-11
Cc1cnc2cc(Cl)ccc2c1SCC(=O)O,/,-4,/,/,/,6,-6,9
Cc1cc(Cl)ccc1NC(=S)NCC(C)C,-8,-3,-2,-14,-28,-6,-15,-9
O=C(CCNC(=O)c1ccc([N+](=O)[O-])cc1)Nc1ccc(F)cc1,-6,-8,3,-1,-26,0,0,10

Some values from above.
Cc1c(C)c2ccc(OCC(=O)N3CC[C@@]4(O)CCCC[C@H]4C3)cc2oc1=O – CXCR6 inh: 2
Cc1nn(-c2ccc(F)cc2)c(Cl)c1/C=C/C(=O)OCC(=O)Nc1c(F)c(F)c(F)c(F)c1F – UBC13 inh: -21
O=C(O)/C(=C\C(=O)c1ccccc1)Nc1ccccc1 – 697 NFkB inh: 2

(more compounds)
smiles,Jurkat NFkB inh,CXCR6 inh,697 NFkB inh,UBC13 inh,APJ antagonist,CCR6 antag,EBI2 block,Gli-Sufu antag
CCCc1ncc(C(O)c2cccc(OC)c2)n1C (centres undefined),0,-4,0,-2,-17,0,-4,4
C#CCn1c(=NC(=O)c2cccs2)sc2cccc(OCC)c21,-4,12,-5,36,7,24,4,-6
Cc1ccccc1C(=O)N1N=C(c2ccc(NS(C)(=O)=O)cc2)CC1c1cccs1 (centres undefined),-29,9,17,8,-16,11,-6,-12
N#Cc1ncccc1CCc1cccc(Cl)c1,-13,1,-4,-2,-3,-1,5,4
O=C(NN=C1C2CC3CC1CC(Cl)(C3)C2)c1ccccn1,-3,-10,11,3,7,-5,6,-15
O=C(O)C1CCN(S(=O)(=O)c2cccc3nsnc23)CC1,-3,-6,11,-5,-13,10,-7,-17
O=C(Nc1ccc(S(=O)(=O)N2CCOCC2)cc1)C1CC1,17,4,-2,-5,9,-9,-2,20
COc1ccc(Cl)cc1N1C(=O)CC(N2CCc3ccccc32)C1=O (centres undefined),6,4,12,-10,19,-16,-1,0
O=C(O)c1ccc(/C=N/Nc2ncc(C(F)(F)F)cc2Cl)cc1,-3,-6,-2,-13,12,2,-6,-16
O=C(Nc1ccc2cn[nH]c2c1)c1ccc(S(=O)(=O)N2CCOCC2)cc1,-6,-2,29,0,-10,11,3,-5
Cc1ccc(S(=O)(=O)NCC(=O)OCC(=O)N(Cc2ccccc2)C(C)(C)C)cc1,-11,-2,9,7,1,-2,-1,9
CC(Sc1ccccc1)C(=O)Nc1ccc(N2CCOCC2)cc1 (centres undefined),-18,-8,-10,-3,-21,1,-10,-7
O=C(CSc1nnc(-c2ccco2)o1)Nc1c(F)cccc1F,-14,2,10,4,9,-3,-15,-7
CCN(CC)CCn1c(=S)[nH]c2cc(C(=O)N3CC(C)CC(C)C3)ccc2c1=O (centres undefined),-9,6,-34,3,21,-8,-3,-5
Cc1cc(N)ccc1NC(=O)CN1CCCC1,-14,1,-1,-4,-22,5,3,-1
CCOc1ccc(N2CCc3c(C)nc(SC)nc32)cc1,47,4,-57,13,-7,0,9,20
CCN1CCCC1CN=Cc1c(O)n(-c2ccccc2)c(=O)c2ccccc12 (centres undefined),0,-4,8,-18,-7,-19,-5,-2
OCCC1CN(Cc2ccc3nsnc3c2)CCN1C1CCCCC1 (centres undefined),-1,2,-1,-16,19,5,-4,8
CCCCn1c(N)c(N(CC(C)C)C(=O)C2=COCCO2)c(=O)[nH]c1=O,-11,0,-19,6,10,2,-15,-26
COc1cc2c(C(=O)N3CCN(Cc4ccc5c(c4)OCO5)CC3)cn(C)c(=O)c2cc1OC,14,5,6,-5,2,8,-7,6
CC(C)(C)C(=O)N(Cc1nc2ccccc2c(=O)[nH]1)Cc1cccs1,-9,9,8,-2,23,10,5,5
Cc1cc(=O)oc2cc(OC(C)C(=O)Nc3ccc(N4CCCCC4)cc3)ccc12 (centres undefined),-1,-4,-7,-12,-3,-7,10,6
O=c1cc(CSc2ccccc2)nc(-c2ccncc2)[nH]1,-7,1,10,-3,-8,3,-4,1
NNC(=O)Cn1c(-c2nonc2N)nc2ccccc21,-10,-6,7,4,-3,6,22,-6
CCOC(=O)[C@H]1[C@H]2COc3ccc(Br)cc3[C@@H]2N2C(=O)c3cc(OC)c(OC)cc3NC(=O)[C@@]12C,-2,2,9,-13,-9,2,6,18
CC1CCN(C(=O)/C(=C/c2ccccc2Cl)c2ccccc2)CC1,-6,2,25,4,5,8,-1,-4
CCOC(=O)c1[nH]c(C)c(/C(O)=C2\C(=O)C(=O)N(CCCN(C)C)C2c2cccnc2)c1C (centres undefined),-2,-11,4,-7,17,-8,-5,-18
CC(Sc1ccccc1)C(=O)NCCc1ccccc1 (centres undefined),6,10,-11,3,6,1,-8,-7
CCOC(=O)N1CCN(Cc2cc(Cl)c3cccnc3c2O)CC1,37,/,-17,-18,17,45,/,73*
CC(C)(C)c1ccc(OCC(=O)NCc2ccco2)c(Br)c1,-11,-1,8,-1,14,15,15,-3
Cc1cc(C)c(C(=O)N2CCCC(N3CCN(c4cccc(C(F)(F)F)c4)CC3)C2)o1 (centres undefined),-4,5,-41,4,2,24,11,37
c1ccc(N2CCN(c3cnccn3)CC2)nc1,9,-9,-8,-3,-18,-7,1,-11
C=CCN1C2CCCC1CC(NC(=O)Nc1cc(C)cc(C)c1)C2 (centres undefined),18,-2,7,1,9,-5,7,26
N#Cc1ccccc1OCCN1C(=O)c2ccccc2C1=O,12,12,-48,11,19,24,10,-23

Assay outcomes from PubChem.
